Compound activity as filed in PubChem.
aSyn 5UTR inh = 5' untranslated region of α-synuclein, MLPCN primary screen; alpha-synuclein 5'UTR reporter, inhibitor activity; inhibition, % (tested at 7.5 µM); 300,000 compounds, 0.82% hits; AID 1813; in the data active means inhibition above about 60%; inconclusive means no clear call, values can overlap the other calls;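 further: H4 neuroglioblastoma cells stably carrying SNCA 5'UTR luciferase fusion; 0% = DMSO wells and 100% = positive control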
KLF5 inh = suppresses KLF5 promoter-driven expression; DLD-1 KLF5 promoter-luciferase reporter, luminescence; inhibition, % at 5 µM; 290,000 compounds, 0.23% hits; AID 1700;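 active means inhibition above a per-plate limit of that plate's mean compound inhibition plus 3 SD, cut at about 60% in these data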;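 further: 0% = DMSO wells and 100% = LY294002 at 200 µM; higher means less KLF5 promoter-driven luciferase light; inactives centre near -14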
IEC-6 tox = kills IEC-6 intestinal cells in KLF5 counter-screen. IEC-6 cytotoxicity, luminescence viability. inhibition, % at 5 µM. 290,000 compounds, 0.78% hits; in the data active means inhibition above about 22%;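 further: 0% = plate median of test compound wells and 100% = cytotoxic reference compound wells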
HSF-1 act = increases HSF-1 driven luciferase reporter signal. NIH3T3-HGL HSF-1 luciferase reporter, MG132, 8 h; 100% = twice DMSO control signal. activation, % at 9 µM. 300,000 compounds, 1.7% hits. AID 504408;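 active means mean replicate activation of at least 50% with a set share of replicates each reaching 50%; inconclusive means only one of those two conditions met; inactive means mean below 50% and too few replicates reaching it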;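 further: 0% = median of the neutral control wells and 100% = twice that signal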
HSP90 inh = blocks HSP90-mediated luciferase refolding in reticulocyte lysate; inhibition, % at 5.6 µM; Rabbit reticulocyte lysate, luciferase refolding luminescence, 3 h; AID 1789; 290,000 compounds, 0.91% hits;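 active means inhibition above the screen-wide mean plus 3 SD, computed separately per campaign, cut at about 16% in these data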;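 further: 0% = DMSO wells and 100% = 60 µM geldanamycin wells; inhibitors lower the luminescence because luciferase stays unfolded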
Platelet DG rel = modulates dense granule release in human platelets; human platelet-rich plasma, SFLLRN dense granule ATP release, luminescence; inhibition, %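 (compounds screened at 7.5 µM in platelet-rich plasma)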; 300,000 compounds, 0.22% hits;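 active means mean replicate score, as percent of positive control, at or above 50; inconclusive means mean below 50 but at least one replicate at or above 50; inactive means mean and every replicate below 50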
SKKanGAS inh = inhibitors of SKKanGAS S. pyogenes growth in kanamycin (SK-promoter or general growth effect) | BacTiter-Glo, 6 h | inhibition, % at 7.5 µM | 300,000 compounds, 1.3% hits | AID 1662;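 active means mean replicate score, as percent of positive control median, at least 50; inconclusive means mean below 50 but one replicate at or above 50; inactive means mean and every replicate below 50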;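 further: strain carries kanamycin resistance gene driven by streptokinase promoter and grows in 40 µg/ml kanamycin; loss of luminescence reflects streptokinase promoter inhibition or plain growth inhibition; 0% = median of DMSO wells and 100% = positive control at its reference dose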
HSF1 inhib = HSF1 inhibition | NIH3T3-HGL HSE-luciferase, MG132-induced, luminescence 8 h; hits give low values | 300,000 compounds, 0.77% hits | activity change, negative = inhibition, % at 7.5 µM (by protocol);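 active means more than half of replicate wells show activity change below -50%, luminescence cut by over half; inconclusive means some wells, but at most half, below -50%; inactive means no replicate well below -50%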;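 further: luciferase reports HSF-1 transcriptional activity via heat shock element; 0% = median of DMSO wells and -100% = zero luminescence signal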
AI-2 QS modul = modulators of Vibrio harveyi AI-2 quorum sensing system. Vibrio harveyi JMH597 AI-2 luminescence/OD600 ratio, 9 h; hits give low values; strain lacks LuxN and CqsS sensors; 0 = neutral-control median. 300,000 compounds, 0.4% hits. activity change, % at 7.5 µM; in the data active means activity change below about -75%, passing the limit was not always enough; inconclusive means no clear call, values can overlap the other calls;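 further: luminescence divided by OD600 gain over 9 h not by final OD600 alone; inactives centre near 13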
HIF activator = HIF pathway transcriptional activation. U2OS HRE-luciferase reporter, luminescence; normalized: DMSO 0%, desferrioxamine 100%. activation, % at 7.5 µM (by protocol). 300,000 compounds, 0.32% hits;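 active means mean activation of at least 10% of the iron chelator positive control signal, with at least half of replicates also reaching 10%; inconclusive means mean and replicate majority disagree about reaching 10%; inactive means mean and most replicates under 10%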
An asterisk follows results filed as active; ? = inconclusive; . = no result given.

SMILES	aSyn 5UTR inh	KLF5 inh	IEC-6 tox	HSF-1 act	HSP90 inh	Platelet DG rel	SKKanGAS inh	HSF1 inhib	AI-2 QS modul	HIF activator
COC(CNC(=O)C(C)n1nc(C)c2ccccc21)OC (stereo unspecified)	15	-18	-6	-9	-2	3	.	-3	-1	-0.1
Cc1ccc(S(=O)(=O)N(Cc2ccccc2)C(C)C)cc1	-1	-6	-4	24	2	0	22	6	2	-8.6
CN(C)c1ccc(/C=N/NC(=O)CCc2c[nH]c3ccccc23)cc1	-31	-55	1	10	-2	0	-1	-1	0	-0.1
CN(C(=O)CSc1nc2c(cnn2-c2ccccc2)c(=O)[nH]1)C1CCS(=O)(=O)C1 (stereo unspecified)	14	-7	0	-17	2	28	-5	-7	3	0.2
O=C(CN1C(=O)NC(Cc2c[nH]c3ccccc23)C1=O)NCCc1ccc(F)cc1 (stereo unspecified)	22	-20	4	6	0	0	0	7	8	-1.9
C=CCN(c1ccccc1)S(=O)(=O)c1ccc2[nH]cc(C(=O)NCCOC)c(=O)c2c1	-14	-15	8	-13	3	1	-4	0	0	0.4
CCCC(C)NC(=O)C1CCN(S(=O)(=O)c2ccccc2)CC1 (stereo unspecified)	0	-6	1	4	2	4	7	-5	19	-0.1
Cc1sc(NC(=S)NC(=O)C2CCCCC2)c(C(N)=O)c1C	-35	-8	-2	6	-5	5	6	-3	24	0.6
O=C(CC1C(=O)OCC2CCCCN21)Nc1ccccc1C(F)(F)F (stereo unspecified)	-21	-23	-5	-8	-3	-1	-2	-2	12	-0.6
O=C(Nc1ccccc1)Nc1c(F)cccc1F	-66	-15	4	22	0	4	-4	5	1	0.5
COc1cccc(/C=N/NC(=O)c2ccc3nc[nH]c3c2)c1O	1	-40	-12	1	-1	12	-6	-2	13	0.2
O=C1C(=O)N(c2ccccn2)C(c2ccc(Br)cc2)/C1=C(/O)c1ccc(Br)cc1 (stereo unspecified)	-27	-108	-5	14	2	14	69*	3	22	0.0
O=C(Nc1cccc(OCC(=O)N2CCOCC2)c1)C1CCCCC1	1	-2	-1	6	-2	-2	2	-5	9	-0.2
CN1CCCC(OC(=O)c2cccc(Cl)c2)C1 (stereo unspecified)	8	-16	0	5	4	13	3	-6	6	0.0
COC(=O)COc1ccc2c(=O)c(Oc3ccccc3Br)coc2c1	-18	-16	6	1	-4	1	11	-7	27	0.5
NS(=O)(=O)c1cccc(NC(=O)CSc2nc3nc(-c4cccs4)cc(C(F)(F)F)c3c(=O)[nH]2)c1	-1	-23	-6	-36	2	2	38	-17	46	0.0
COC(=O)CC1Nc2ccccc2SC1=O (stereo unspecified)	6	-5	-3	5	3	-3	1	-13	25	-1.0
O=C1C(=O)c2c(C(=O)c3ccccc3)coc2-c2ccccc21	-105	-27	-6	40	1	-1	19	20	-48	3.2
COc1ccc(C)cc1NC(=O)C(Sc1ccccc1)c1ccccc1 (stereo unspecified)	16	-45	-2	28	4	11	12	25	18	-0.1
Cc1cccc(NC(=O)CN(C)S(=O)(=O)c2cnc[nH]2)c1	-15	11	3	-11	3	20	-1	-5	19	-0.2
Cc1ccc(NC(=O)c2cc(CC(C)C)nc3ccccc23)cc1	47	-12	2	-46	5	-3	0	-43	6	-0.5
c1ccc(CNc2ncnc3scc(-c4cccs4)c23)nc1	22	-23	-2	-14	-3	9	-3	-9	16	0.3
COc1cc(NC(=S)N2CCN(C(=O)c3ccco3)CC2)c(OC)cc1Cl	-4	-41	-2	8	-3	-4	-4	11	23	-0.3
COc1ccc2[nH]c3nc(SC(C)C)nnc3c2c1	?	-181	2	33	6	-3	-5	3	18	-1.4
O=C(CCCCCN1C(=O)C2C3C=CC(C3)C2C1=O)Nc1nccs1 (stereo unspecified)	-4	-13	1	-5	1	24	-1	-1	17	0.5
(next part)
SMILES	aSyn 5UTR inh	KLF5 inh	IEC-6 tox	HSF-1 act	HSP90 inh	Platelet DG rel	SKKanGAS inh	HSF1 inhib	AI-2 QS modul	HIF activator
Cc1ccc(Sc2ncccc2C(=O)O)cc1C	7	-10	0	-4	-1	-3	1	-21	-86*	0.0
COCCn1c(SCC(=O)Nc2cccc(C)n2)nnc1-c1ccco1	14	-17	6	3	-5	6	4	0	19	-0.2
Cc1cccc(C(=O)N/N=C/c2ccc(OC3CSC3)cc2)c1	-19	-15	1	9	0	-5	-2	4	0	1.1
CC(C)(C)c1ccc(/C=N/NC(=O)C2CCCC2)cc1	.	-129	1	.	-5	.	.	.	-83*	.
COc1cccc(NC(=O)c2cc3ccccc3cc2OC)c1	-151	-65	3	41	0	-10	-8	33	22	2.7
COc1ccc(OC)c(C2C3=C(N=c4s/c(=C\c5cccc(O)c5)c(=O)n42)c2ccccc2CC3)c1 (stereo unspecified)	?	-30	3	5	1	7	41	7	16	-0.5
CCc1noc(C)c1C(=O)NCCN1C(=O)S/C(=C\c2ccc(OC)cc2)C1=O	-54	.	.	5	.	-1	-3	6	5	1.6
CC(=O)NC12CC3CC(C1)CC(C(=O)Nc1nc4c(C)cccc4s1)(C3)C2	20	1	4	17	1	-1	14	10	22	-0.3
O=C(COC(=O)C1=COCCO1)Nc1ccc(F)cc1	-3	.	.	5	.	1	0	-4	-6	-0.3
NC(Cc1c[nH]c2ccccc12)C(=O)Nc1ccccc1 (stereo unspecified)	-18	.	.	31	.	1	7	27	5	2.4
Cc1ccc(NC(=O)NCCN2CCN(c3ccccc3)CC2)cc1Cl	17	-24	9	6	-1	0	-8	-1	17	-0.2
CCOC(=O)C(NC(C)=O)C(O)c1ccc([N+](=O)[O-])cc1 (stereo unspecified)	-19	-15	-1	-5	-1	-4	-3	-5	12	0.0
Cc1ccc2[nH]c(=O)c(-c3nc4cc(C)ccn4c3NCc3ccco3)cc2c1	-78	-25	-4	-7	-2	-22	-5	1	10	1.0
CC1C(=O)N2CCCc3cc(NS(=O)(=O)c4ccccc4)cc1c32 (stereo unspecified)	5	.	.	9	.	-5	-5	-3	14	-39
Cc1ccc(Cn2c(SCC(C)C)nc3c2c(=O)n(C)c(=O)n3C)cc1	4	-30	-2	21	2	-1	7	5	2	-0.5
CCn1c(C)nc2cc(C(=O)NNS(=O)(=O)c3c(C)c(C)cc(C)c3C)ccc21	-27	-45	-2	-10	3	8	4	-16	17	-0.5
CC(=O)C1CCC2C3CCC4=CC(=O)CC[C@]4(C)[C@@]3(F)C(O)C[C@]12C (stereo partly specified)	-15	-29	12	-38	3	4	-3	-29	17	-1.1
Cc1nn(-c2ccccc2)c(Cl)c1/C=N/NC(=O)c1ccc(NS(=O)(=O)c2cccs2)cc1	-109	-37	-8	11	0	5	72*	14	38	1.4
O=Cc1cn(CCC(=O)O)nc1-c1cccc(Br)c1	3	-39	-2	-1	0	1	.	3	24	0.3
Cc1cccc(C(=O)N2CCc3c([nH]c4ccccc34)C2CC(C)C)n1 (stereo unspecified)	-35	-39	0	28	-2	0	2	16	19	2.2
Cc1cc(C)c(S(=O)(=O)N2CCCOC2CNC(=O)C(=O)NCc2ccco2)c(C)c1 (stereo unspecified)	4	15	-1	14	-2	-6	-7	-1	22	-0.1
Cc1c(C)[n+](=O)c(-c2cccs2)c(C)n1[O-]	6	-40	0	-9	2	1	0	-10	5	-0.2
C=CCNC(=O)COC(=O)c1ccc(Sc2nncn2C)c([N+](=O)[O-])c1	28	-8	-3	0	2	6	2	-3	26	0.6
CC(=O)NS(=O)(=O)c1ccc(N=NN2CCOCC2)cc1	12	-29	-2	8	-1	-19	-2	-7	32	0.0
Cc1cc(C)c(NC(=O)CN2C(=O)NC(CCc3ccccc3)C2=O)c(C)c1 (stereo unspecified)	17	-9	11	7	-2	-9	3	-5	7	-2.3
(list continues)
SMILES	aSyn 5UTR inh	KLF5 inh	IEC-6 tox	HSF-1 act	HSP90 inh	Platelet DG rel	SKKanGAS inh	HSF1 inhib	AI-2 QS modul	HIF activator
CN(C)c1ccc(CNc2ccc3c(c2)ncn3C(C)(C)C)cc1	-62	-22	4	-62	4	8	12	-54*	7	-1.3
CCOP(=O)(c1ccc(N(C)C)cc1)C(O)c1cccnc1 (stereo unspecified)	23	-30	8	-1	0	6	3	-1	16	-0.4
CCCCCNC(=O)C1CC(=O)OC12CCCCC2 (stereo unspecified)	2	6	-3	9	1	-4	3	2	-10	-0.4
CN(CC(=O)Nc1ccc(Cl)c(C(F)(F)F)c1)C(=O)CC1Sc2ccccc2NC1=O (stereo unspecified)	25	-23	3	-4	3	0	28	11	-2	-0.9
O=C(Nc1ncccc1Cl)C(Sc1ccccc1)c1ccccc1 (stereo unspecified)	-9	-9	-6	8	-2	-5	13	3	22	0.2
CC(/C=C/c1ccco1)=N/NC(=O)OC(C)(C)C	-129	6	0	8	2	-2	-6	-2	16	-0.1
O=C(Nc1nnc(C2CC2)s1)c1ccccn1	25	-55	27*	23	16	-1	-2	1	40	-1.0
CC(=O)Nc1c(C(=O)O)[nH]c2ccccc12	7	0	-4	-7	-3	22	2	-4	7	-0.3
COc1ccc(Cl)cc1C(=O)N/N=C/c1ccc(N2CCOCC2)cc1	-16	-15	5	0	-1	-4	-31	-7	62	-0.9
CC1(C)CCCN(C(=O)c2coc(=O)c(Br)c2)C1	2	-8	2	-4	4	6	0	1	39	-0.6
C=C(C)Cn1cnc2cc(C)c(C)cc21	12	-16	6	-1	-4	-15	-8	-7	6	-0.4
Cc1cccc(NC(=O)C2CCCN2C(=O)NC2CCCCC2)c1 (stereo unspecified)	15	-9	2	2	0	-2	12	2	3	0.7
O=C(COc1ccc([N+](=O)[O-])cc1)NCc1ccccc1	-16	-17	-1	6	-3	-1	0	-1	-6	-0.1
CCOc1ccc(N=C(NC#N)SCC)cc1	-11	-27	3	1	2	-1	-1	-3	20	0.1
O=C(CCSc1ccccc1)N1CCN(c2ccccc2F)CC1	-115	-128	-3	38	-3	-7	-10	21	-9	1.5
CCC(=O)Nc1ccc(C(=O)N/N=C/c2c(C)[nH]c3ccccc23)cc1	-9	0	2	-10	-3	0	-4	-9	15	-0.5
COc1ccccc1NC(=O)Oc1ccc(C(C)=O)cc1	9	-16	6	-1	-2	3	1	3	7	0.1
Clc1ncccc1-c1nnn(-c2ccccc2)n1	-59	-91	-2	9	21*	5	3	11	-2	0.7
O=C1OC2(O)C3C4C=CC(C4)C3C(=O)N2c2ccccc21 (stereo unspecified)	-3	-19	-2	-3	-3	6	6	-5	-1	0.1
COc1cccc(OCC(=O)NNC(=O)C(=O)N2CCCC2)c1	7	-10	-1	-13	2	-2	-2	-7	4	-0.6
CCCN(CCC)C(=O)Nc1ccc(F)cc1F	-7	2	4	4	-4	7	-3	-10	25	-0.8
COc1cccc(NC(=O)c2cc3ccccc3oc2=O)c1	31	-79	8	?	28*	32	0	23	17	2.2

Compounds as they come. Share with any hit: about 6%.
